Assay outcomes: PubChem BioAssay, National Center for Advancing Translational Sciences (NCATS)
KDM4E inh – inhibitors of human JMJD2E histone demethylase. B2RXH2. Potency, µM (series often up to 57.1 µM), inactives show top-dose activity change, negative = inhibition, most hits filed as inhibitors. actives 1.6% (n = 230,000). JMJD2E catalytic domain, FDH-coupled NADH fluorescence (FDH is formaldehyde dehydrogenase). AID 2147; active means well fitted inhibition curve with a large enough effect, not every such curve was filed as active; inconclusive means small, poorly fitted or top-dose-only effect, or another doubt; inactive means no such curve, though single readings can be large or run the other way;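 further: 0% = wells with enzyme and -100% = buffer wells without enzyme; nearly all actives have a fitted effect of over 50% in size; many of its hits are not listed in these tables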
RECQ1 helicase – inhibitors of human RECQ1 DNA helicase; P46063; RECQ1 DNA unwinding, red fluorescence kinetic read; Potency, µM (top dose mostly 57.3 µM), inactives show at the highest dose activity, negative = inhibition, most hits filed as inhibitors; actives 0.54% (n = 240,000); AID 2549;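 further: plate controls were vehicle for no effect and no enzyme for full effect; nearly all actives have a fitted effect of over 30% in size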
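RECQ1T1 50 nM; forked duplex (20 bp + 30-nt ss tails) 200 nM, ATP 2 mM final; pH 8.0, 2 mM MgCl2, 2.5 ug/ml poly(dI-dC); 15 min compound preincubation; discontinuous kinetic read over 2 h at RT.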
ALDH1A1 inh – blocks purified human ALDH1A1 activity; Purified ALDH1A1, NADH fluorescence, propionaldehyde substrate; Potency, µM (titrated, usually from 75.3 µM), inactives show at the highest dose activity, negative = inhibition, most hits filed as inhibitors; actives 7.3% (n = 220,000); AID 1030; active means well fitted inhibition curve with a large enough effect, not every such curve was filed as active; inconclusive means small, poorly fitted or top-dose-only effect, or another doubt; inactive means no such curve, though single readings can be large or run the other way;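 further: plate controls were no enzyme wells and a reference inhibitor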
TexasRed fluor – alters Texas Red total fluorescence, flagging assay interference; actives 0.29% (n = 280,000); AID 1479; TRb/SRC2 Texas Red total fluorescence interference; Potency, µM (highest dose often 106 µM), without a hit: top-dose fluorescence change, negative = quenching; active means well fitted curve in either direction with a large enough effect; inconclusive means small, poorly fitted or top-dose-only effect; further: on the % scale 0 is the no-effect control and ±100 the full control effect
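Flags fluorescent or light-absorbing compounds by total fluorescence, S + 2P, at 555 nm excitation and 632 nm emission. Mixture: 20 nM Texas Red SRC2 peptide, 0.6 uM human TRb LBD, 1 uM T3, 5% DMSO; compound exposure 5 h at ambient temperature.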
SMN2 splice enh – SMN2 splice variant enhancement; actives 2.8% (n = 210,000); HEK293 SMN2-luciferase splicing reporter, luminescence, 30-36 h; Potency, µM (titrated, usually from 46.1 µM), for the others: at the highest dose activity change, positive = activation, most hits filed as activators; further: % of control where 0% means no effect; nearly all actives have a fitted effect of over 55% in size
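HEK293 cells carry an SMN2 minigene-luciferase reporter in which exon 7 inclusion puts luciferase in frame. Cells were seeded at 2000 cells/well, attached for 10-12 hours, then exposed to compounds for 30-36 hours at 37C before ONE-Glo luminescence.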
GoLoco inh red – inhibitors of human Gai1-RGS12 GoLoco interaction (red fluorophore). P63096. Gai1:RGS12 GoLoco peptide FP, rhodamine, 10 min. Potency, µM (series often up to 61.6 µM), for the others: at the top dose activity, negative = inhibition, most hits filed as inhibitors. actives 0.44% (n = 230,000). AID 880; active means well fitted inhibition curve with a large enough effect, not every such curve was filed as active; inactive means no such curve, though single readings can be large or run the other way; further: on the % scale 0 is the no-effect control and ±100 the full control effect; nearly all actives have a fitted effect of over 30% in size; many of its hits are not listed in these tables
Target sequence (P63096 whole entry, looked up): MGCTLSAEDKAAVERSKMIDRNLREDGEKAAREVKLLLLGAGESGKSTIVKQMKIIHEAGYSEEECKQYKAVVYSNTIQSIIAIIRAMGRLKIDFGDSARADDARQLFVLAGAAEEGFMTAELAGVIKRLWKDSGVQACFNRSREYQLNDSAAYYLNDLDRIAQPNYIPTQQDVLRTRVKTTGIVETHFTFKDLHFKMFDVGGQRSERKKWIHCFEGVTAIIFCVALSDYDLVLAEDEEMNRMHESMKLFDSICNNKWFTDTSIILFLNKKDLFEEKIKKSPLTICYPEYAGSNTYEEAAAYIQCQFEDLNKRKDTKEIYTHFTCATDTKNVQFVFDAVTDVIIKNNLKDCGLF
TRb SRC2 PPI – TRbeta-SRC2 interaction inhibition. Potency, µM (doses to about 106 µM), without a hit: at the highest dose activity change, negative = inhibition, hits mostly inhibitors. actives 0.065% (n = 280,000). P10828. TRbeta-SRC2 peptide binding, fluorescence polarization; receptor liganded with 1 µM T3;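 further: plate controls were bound peptide for no effect and peptide without receptor for full effect; nearly all actives have a fitted effect of over 50% in size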
Target sequence (P10828 whole entry, looked up): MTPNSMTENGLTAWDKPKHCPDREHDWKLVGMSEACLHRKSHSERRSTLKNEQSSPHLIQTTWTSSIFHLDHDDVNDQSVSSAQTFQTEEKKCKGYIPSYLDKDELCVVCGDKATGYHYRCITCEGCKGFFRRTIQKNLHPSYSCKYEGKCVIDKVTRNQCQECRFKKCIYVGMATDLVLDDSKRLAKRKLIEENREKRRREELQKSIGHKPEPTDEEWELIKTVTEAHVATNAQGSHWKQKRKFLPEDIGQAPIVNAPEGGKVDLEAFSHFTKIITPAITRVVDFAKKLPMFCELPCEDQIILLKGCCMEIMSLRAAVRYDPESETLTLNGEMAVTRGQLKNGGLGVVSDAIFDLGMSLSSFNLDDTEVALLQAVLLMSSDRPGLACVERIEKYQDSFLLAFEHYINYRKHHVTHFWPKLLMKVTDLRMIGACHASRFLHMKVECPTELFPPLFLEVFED
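Fluorescence polarization of 20 nM Texas Red SRC2 peptide (20-aa NR interaction domain) bound to 0.6 uM human TRb ligand-binding domain, with 1 uM T3, after 5 hr at ambient temperature; inhibition seen as decreased polarization.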
LMNA splice mod – modulators of lamin A splicing. HeLa LMNA splicing GFP/RFP minigene ratio, 48 h. Potency, µM (highest dose often 46.1 µM), for the others: at the highest dose ratio change, negative = inhibition, hits mostly inhibitors. actives 0.01% (n = 200,000). AID 1487; active means well fitted inhibition curve with a large enough effect in the signal ratio, with a control signal flat, not every such curve was filed as active; inconclusive means small, poorly fitted or top-dose-only effect, or effect the other way, or a change in a side signal; the % refers to the signal ratio; further: on the % scale 0 is the no-effect control and ±100 the full control effect
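S3 HeLa cells stably expressing lamin A-EGFP splicing minigene plus DsRed2, 600 cells/well, 48 h compound exposure at 37C. Laser-scanning cytometry; analysed as GFP (500-530 nm)/RFP (575-640 nm) total intensity ratio; 0.5% DMSO vehicle.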
* = called active by the depositor; i = inactive; u = inconclusive; x = no result given; & = joins results of further samples; [ ] = another dose, or the depositor's remark. Unless noted, the call rests on the fitted dose curve; in most records, active means well fitted curve in the direction sought with a large enough effect; inconclusive means small, poorly fitted or top-dose-only effect, or another doubt; inactive means no such curve, though single readings can be large; an effect the other way counts as inactive or inconclusive. Potency means the concentration at half of the fitted maximal effect.

structure,KDM4E inh,RECQ1 helicase,ALDH1A1 inh,TexasRed fluor,SMN2 splice enh,GoLoco inh red,TRb SRC2 PPI,LMNA splice mod
Cc1cccc(C(C)(C)C)c1OCCN1CCCC1,4.0%,i,u,-2.4%,-5.5%,-8.5%,-12.4%,7.8%
CC(=O)c1ccc(OC(C)C)c(CSC(=N)N)c1,1.6%,20.4%,-15.4%,-3.6%,-5.3%,10.3%,-2.7%,2.1%[46 µM]
C=CCn1c(NC(=O)c2ccc(Br)o2)c(S(=O)(=O)c2ccccc2)c2nc3ccccc3nc21,u,u,u,-3.1%,-2.8%,5.5%,-20.4%,u
O=C(Nc1ccc2c(c1)OCO2)Oc1ccccc1,-9.6%,i,u,2.0%,-6.9%,2.0%,1.6%,-2.2%
COc1ccc(NC(=O)c2ccc(NS(=O)(=O)c3c(C)noc3C)cc2)cc1OC,3.0%,-3.5%,7.3%,-2.4%,-5.2%,9.0%,-1.0%,-1.5%
COc1cc(C(=O)NCCc2cc3c(OC)ccc(OC)c3[nH]c2=O)cc(OC)c1OC,-25.8%,i,-7.7%,2.5%,5.2%,16.9%,0.9%,x
COC(=O)c1ccc2c(=O)n(CCN3CCOCC3)c(SCC(=O)C(C)(C)C)nc2c1,0.0%,-0.1%,12.6µM*,-1.5%,-7.8%,8.4%,-1.7%,-2.1%
CCOc1ccc(Nc2oc(-c3ccco3)nc2C#N)cc1,u,i,u,-2.1%,-4.7%,0.5%,-13.0%,u
O=C(COC(=O)CCC(=O)c1cccs1)Nc1cccc(S(=O)(=O)N2CCOCC2)c1,1.6%,-6.6%,-48.0%,2.3%,-12.5%,8.4%,7.1%,9.9%[0.0737 µM]
CC(C)(C)n1nnnc1C(c1cccs1)N(Cc1cccnc1)Cc1ccco1 (stereo not given),-1.5%,-2.4%,3.7%,-0.6%,-5.1%,-8.5%,-2.8%,-1.2%
Cc1ccc(Cl)cc1N1CCN(C(=O)CN2C(=O)c3cccc4cccc2c34)CC1,u,-2.2%,u,-1.2%,-28.2%,25.7%,15.3%,u
NC(=O)Nc1ccc(C(=O)OCC(=O)Nc2cccc(S(=O)(=O)NC3=NCCCCC3)c2)cc1,0.7%,-10.2%,x,-2.6%,x,5.3%,-4.1%,x
COc1cc(CC(=O)Nc2ccc(S(=O)(=O)Nc3ncccn3)cc2)cc(OC)c1OC,-6.2%,-6.9%,1.3%,3.1%,-11.7%,5.2%,-0.1%,7.1%
COCCNC(=O)C(c1cccs1)N(C(=O)Cn1nnc2ccccc21)c1cccc(C(C)=O)c1 (stereo not given),2.2%,-5.4%,u,1.1%,x,x,6.1%,1.1%
O=C(CSc1nncs1)NC(=O)NCc1ccco1,-1.4%,-6.1%,-8.9%,-3.3%,3.5%,3.9%,-3.6%,-3.7%[46 µM]
COc1ccc(-c2[nH]ncc2[C@@H]2C[C@H]3CN(Cc4ccccc4C)C(=O)[C@]34CCCN24)cc1,-5.6%,7.3%,3.5%,-2.8%,-45.8%[inhibitor],12.6%,0.4%,x
CC(=O)c1cnc2scnn2c1=O,1.5%,-3.8%,19.4%,-2.6%,-0.7%,6.0%,2.7%,x
CCc1nc(SCC(=O)NCc2ccccc2)c2c(=O)n(C)c(=O)n(C)c2n1,-2.7%,-2.1%,11.2%,-2.2%,-20.5%,4.3%,-18.5%,-13.8%
Cc1cc(N2CCN(S(=O)(=O)c3ccc(Cl)cc3)CC2)c2ccccc2n1,-10.6%,-16.1%,-3.1%,-1.7%,-45.4%[inhibitor],4.1%,1.0%,u
O=C1Nc2ccccc2N=C(c2ccccc2)C1Br (stereo not given),u,-3.5%,15.8µM*,-4.6%,x,2.1%,0.7%,u
CCOCc1[nH]c(=S)[nH]c(=O)c1Cc1ccc(OC(C)C)cc1,2.4%,16.8%,12.6µM*,-1.1%,x,71.2%[activator],-1.1%,x
CCC(=O)N1N=C(c2ccc(C)o2)CC1c1ccc(OC)cc1 (stereo not given),u,-3.4%,u,-2.2%,-1.3%,2.3%,6.7%,-18.0%[46 µM]
COC(=O)c1ccc(NC(=O)C2CC(=O)OC2c2ccccc2)cc1 (stereo not given),-2.0%,1.0%,x,-3.8%,x,7.4%,-2.9%,x
CCC1CCCCN1S(=O)(=O)c1ccc(C(=O)Nc2nnc(-c3ccccc3Cl)o2)cc1 (stereo not given),-16.7%,-0.9%,2.7%,-8.5%,-99.6%[inhibitor],-0.8%,-7.6%,u
O=C(O)c1ccc(COc2ccccc2/C=C2\NC(=O)N(Cc3ccc(F)cc3)C2=O)cc1,-12.0%,-1.5%,12.0%,0.5%,-6.9%,34.7%[activator],8.3%,x
CC(=O)OCC(=O)[C@@]1(O)CC[C@H]2[C@@H]3CCC4=CC(=O)CC[C@]4(C)[C@H]3[C@@H](O)C[C@@]21C,15.1%,-13.2%,3.1%,-1.3%,-10.0%,-5.9%,0.6%,u
CC(=O)NC(CC(=O)OCC(=O)c1c(N)n(C)c(=O)n(C)c1=O)c1ccccc1 (stereo not given),0.9%,-4.5%,8.3%,-3.2%,-0.3%,4.9%,0.7%,21.1%[46 µM]
Oc1ccc2ccccc2c1N=Nc1ccc(F)cc1,4.6%&-2.5%,-3.8%&-6.4%,11.0%,-2.1%&4.9%,x,197.6%&8.6%[activator],u,x
COc1cc(C(=O)Nc2nnc(C3CC3)s2)ccc1OCc1c(C)noc1C,u,-12.3%,-7.9%,1.2%,-1.6%,5.8%,-5.5%,u
CSc1nc(Cc2ccccc2)cc(=O)[nH]1,7.9%,i,-7.5%,-1.1%,2.9%,9.2%,0.8%,10.1%[46 µM]

structure,KDM4E inh,RECQ1 helicase,ALDH1A1 inh,TexasRed fluor,SMN2 splice enh,GoLoco inh red,TRb SRC2 PPI,LMNA splice mod
CCS(=O)(=O)c1ccc(OC)c(N=Nc2ccc(O)c3ncccc23)c1,17.8µM*,-16.7%,-6.9%,-4.8%,-81.6%[inhibitor],-24.5%,-11.5%,x
CNCCOc1nc(N2CCOCC2)nc(C)c1[N+](=O)[O-],u,-5.6%,12.5%,-1.2%,6.2%,15.3%,-3.4%,-6.0%
COc1ccc(C2CC(=O)Oc3cc(O)cc(O)c32)cc1 (stereo not given),-5.6%,u,x,-1.2%,x,-10.2%,-2.7%,x
CC(C)CC(=O)NC(=S)Nc1ccc(S(=O)(=O)NC(C)(C)C)cc1,-3.0%,-0.2%,u,0.1%[53 µM],-31.7%[inhibitor],-0.3%,0.4%[53 µM],u
O=C1OCCC1Sc1ncnc2sc3c(c12)CCC3 (stereo not given),9.0%,-4.5%,-7.0%,-1.8%,-8.5%,5.2%,-2.0%,0.3%
Cc1sc2ncn(CC(=O)NCCCC(=O)N3CCN(Cc4ccc5c(c4)OCO5)CC3)c(=O)c2c1C,2.6%,i,1.2%,-0.9%,-43.7%[inhibitor],2.8%,5.6%,-29.6%[46 µM]
COc1ccc(C)cc1N=Nc1ccc(O)c2ncccc12,25.1µM*,-2.2%,-3.5%,-5.8%,-97.1%[inhibitor],-9.2%,5.5%,x
COc1ccc(C2C(C#N)=C(N)OC3=C2C(=O)CC(C)C3)c(OC)c1OC (stereo not given),-2.5%,-7.5%,-0.3%,-2.9%,13.2%,13.3%,-0.6%,-1.8%
Cn1cnc2c(NCc3ccccc3)nc(NCCO)nc21,u,-2.6%&0.4%,4.7%&-3.5%&-3.4%&-2.9%,-9.7%&-3.3%&-1.5%&2.8%&-1.7%,u,-10.4%&2.8%&5.4%&3.7%&-1.0%,6.9%&-2.1%&-0.6%&-8.7%&0.7%,u
CCN1CC2=C(OC(N)=C(C#N)C2c2cccs2)/C(=C\c2cccs2)C1 (stereo not given),u,-26.1%,u,0.5%,-6.3%,38.4%[activator],-7.0%,-6.6%
CC(C)n1c(O)c(N=NC(=O)Cn2ccc(C(F)(F)F)n2)c2ccccc21,-2.6%,0.5%,10.1%,7.6%,8.0%,4.3%,-0.5%,-22.7%
c1cncc(CNc2ccc3c(c2)OCO3)c1,u,-10.9%,20µM*,-2.1%,-5.5%,-6.3%,0.1%,1.8%
Cc1ccc(C(=O)CSc2nccn2-c2ccccc2)cc1,-5.4%,-0.5%,u,0.9%,-0.7%,-2.2%,7.3%,10.9%
O=C(N1CCOCC1)N(Cc1ccccc1)c1ccccn1,3.4%,i,10.3%,-1.5%,-10.0%,-2.7%,2.4%,2.0%
O=C(OCCN1CCCCC1)C1(c2ccccc2)CCCC1,-2.6%,i,4.3%,1.3%[53 µM],x,2.4%,-8.2%[53 µM],x
COc1ccc(C2C(C(=O)NCc3ccccn3)c3ccccc3C(=O)N2C)cc1OC (stereo not given),2.2%,i,-4.6%,-8.6%,-14.7%,9.8%,-7.4%,3.8%
c1coc(CSCc2cn3cccnc3n2)c1,u,-12.3%,u,1.7%,8.8%,-9.8%,-5.8%,u
CC1(C)CC(=O)C2=C(C1)N(c1ccccc1)C(N)=C(C#N)C2c1ccsc1 (stereo not given),-7.6%,i,-8.3%,-5.9%,16.1%,-7.9%,-3.2%,-19.2%
Oc1[nH]c2ccc(Br)cc2c1N=NC(=S)N1CCOCC1,u,6.2%,x,-6.6%,x,3.2%,-4.5%,x
COc1ccc(-c2cc(C)nc(SCc3cccc(C(=O)O)c3)n2)cc1,u,11.9%,-4.9%,-1.2%,15.8%,3.2%,-4.1%,3.1%
COc1ccc(Cl)cc1C(=O)Nc1ccc2c(c1)OCO2,-2.6%,-11.8%,-2.5%,-2.6%,15.1%,5.6%,-12.7%,3.6%

Some of the compounds tested. The share of hits here may be higher or lower than overall.
